Screening results deposited in PubChem BioAssay by Broad Institute.
XiGFP reactiv = reactivates the inactive X chromosome in mouse fibroblasts; XiGFP mouse fibroblasts, % GFP-positive cells imaging, 3 d; cells co-treated with 5-aza-dC sensitizer; scaled so ellipticine positive control = 100%; activation, % at 7.58 µM; 360,000 compounds, 0.055% hits;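 active means mean normalized replicate activation at least 10% and every replicate at or above 10%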;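 further: 0% = median of on-plate neutral control wells and 100% = ellipticine 6 µM median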
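System: XiGFP fibroblasts, SV40-immortalized. Medium: DMEM plus 5-aza-dC sensitizer. Doses: single point. Timing: 3 d treatment, 15 min room-temperature fixation. Control set: ellipticine 6 µM.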
RAD52 inh = inhibitors of human RAD52 DNA annealing; P43351; recombinant RAD52 DNA annealing, FRET fluorescence; inhibition, % at 18.7 µM; 360,000 compounds, 0.46% hits;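 active means every replicate showing at least 50% inhibition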
Target sequence (P43351 whole entry, looked up): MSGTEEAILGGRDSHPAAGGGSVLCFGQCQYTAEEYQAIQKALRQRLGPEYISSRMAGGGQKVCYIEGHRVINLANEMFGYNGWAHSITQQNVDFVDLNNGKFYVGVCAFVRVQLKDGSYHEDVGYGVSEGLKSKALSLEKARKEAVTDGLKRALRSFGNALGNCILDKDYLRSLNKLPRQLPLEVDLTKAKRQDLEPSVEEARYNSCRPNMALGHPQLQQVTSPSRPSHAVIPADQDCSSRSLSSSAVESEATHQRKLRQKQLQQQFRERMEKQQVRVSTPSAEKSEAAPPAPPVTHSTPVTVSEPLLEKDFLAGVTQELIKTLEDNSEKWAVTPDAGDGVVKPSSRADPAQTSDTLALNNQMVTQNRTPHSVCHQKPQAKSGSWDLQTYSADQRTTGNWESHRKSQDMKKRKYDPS
S100A4 MyoIIA = blocks human S100A4 binding to myosin IIA peptide; inhibition, % at 10.7 µM; P26447; 360,000 compounds, 0.14% hits; S100A4/TAMRA-MyoIIA peptide fluorescence polarization;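 active means mean inhibition of at least 70% across replicates, with every replicate also reaching that level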
Target sequence (P26447 whole entry, looked up): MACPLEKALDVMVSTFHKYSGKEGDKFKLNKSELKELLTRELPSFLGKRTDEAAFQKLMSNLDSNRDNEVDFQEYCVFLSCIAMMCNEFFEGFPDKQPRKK
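Assay system: human S100A4 monomer with TAMRA-labelled myosin IIA peptide / Buffer or medium: Calcium-containing HEPES buffer, pH 7.2 / Reagent: TAMRA-labelled myosin IIA heavy-chain peptide probe, 5 nM / Compound: one dose per compound / Timing: polarization read 5 min after assay mix addition, stable 5–60 min / Benchmarks: neutral control DMSO, positive control TFP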
RAD54 branch = inhibitors of human RAD54 branch migration. Q92698. AID 602329. RAD54 Holliday junction branch migration, FAM/BHQ fluorescence. inhibition, % at 10.4 µM. 360,000 compounds, 0.14% hits;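 active means mean normalized replicate activity at least 40 and at least half of replicates scoring 40 or more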;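 further: 0% = median of neutral control wells and 100% = median of positive control wells; inhibitors cause a drop in the FAM fluorescence signal; in these data hits start at about 50%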
FN deposit inh = fibronectin deposition inhibition; 350,000 compounds, 0.086% hits; inhibition, % at 12.6 µM; AH1F fibroblasts, Alexa488-fibronectin deposition fluorescence, overnight;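 active means mean inhibition across replicates of 30% or more, regardless of how many single replicates reach that level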;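 further: positive control wells lacked labelled fibronectin entirely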
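Test system: AH1F fibroblast monolayer depositing Alexa488-labelled fibronectin into matrix. Input: 10000 cells per well. Technique: fluorescence, ex 485 nm, em 525 nm. Buffer or medium: DMEM plus 2% serum, read in PBS. Timing: 1 h cell adhesion before compound, then overnight fibronectin incubation. Compound: single dose, pinned. Read-out basis: inhibition from reduced deposited-fibronectin fluorescence.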
EWS-Fli block = inhibitors of EWS/Fli oncoprotein transcriptional activity. A673 NR0B1-luciferase reporter, viability-normalised. inhibition, % at 12.6 µM. 350,000 compounds, 0.67% hits;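 active means mean inhibition of at least 50% after viability correction, with every replicate also passing that limit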;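 further: firefly luciferase signal divided by Alamar Blue viability fluorescence both relative to DMSO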
E-sel inducer = E-selectin induction on HUVECs; P16581; HUVEC E-selectin immunofluorescence imaging; normalized: neutral wells 0, TNF-alpha wells 100; activation, % at 7.58 µM; 260,000 compounds, 0.37% hits;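 active means mean E-selectin-positive cell signal at least 10% of the positive control, reached in at least 60% of replicates, without over 20% cell loss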;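 further: in these data hits start at about 27%; measured in HUVEC primary endothelial cells; signal is the percent of cells scored E-selectin positive by PE staining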
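System: HUVEC / Compound: single concentration / Signal: immunofluorescence imaging / Read-out: percent E-selectin-positive cells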
esBAF inh = blocks esBAF chromatin remodeling in mouse ES cells | reporter increase, % at 12.5 µM | Bmi1-luciferase knock-in reporter, 24 h; 100% = twice the neutral-well signal | 350,000 compounds, 2% hits; in the data active means activation above about 40%;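 further: 0% = median of the plate's neutral control wells and 100% = double that signal; a rise in the Bmi1 reporter signal indicates esBAF inhibition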
* = called active by the depositor; / = no result given; & = joins results of further samples. Hits appear at their usual frequency; any-hit rate near 3%.

Below each SMILES – XiGFP reactiv, RAD52 inh, S100A4 MyoIIA, RAD54 branch, FN deposit inh, EWS-Fli block, E-sel inducer, esBAF inh
> COc1ccc(S(=O)(=O)N(C)C[C@H]2OCc3cnnn3CCCC(=O)N([C@H](C)CO)C[C@H]2C)cc1
    1.1, -7&6&6, -3&-12&12, 1&-3&-7, 6&-9, 1&-2&-5, 0.0&-0.2, 5&5&5
> Cc1ccc(C2=N/C(=C\c3coc4ccccc4c3=O)C(=O)O2)cc1
    0.0, -22, -13, /, 2, 7, 5.8, /
> Cc1nc(SCc2nc3ccc(Cl)cc3[nH]2)c2oc3ccccc3c2n1
    0.0, -119, -12, -12, -13, -23, 0.0, 5
> CC1(C(=O)Nc2ccc(F)cc2F)CCN1C(=O)Cc1ccccc1Cl (stereo not given)
    -0.1, 3, -1, 3, 0, -8, 0.0, 1
> C[C@H](CO)N1C[C@H](C)[C@H](CN(C)C(=O)CC2CC2)Oc2cc(C#CCN(C)C)ccc2S1(=O)=O
    -0.8, -7, -20, 6, /, -2, -0.1, -1
> C/C(=N\OC(=O)c1ccc(F)cc1)c1ccc(F)c(F)c1
    0.0, -4, -5, 3, 0, 5, -0.2, /
> Cc1ccc(/C=C/C(=O)OCC(=O)NCc2cccs2)o1
    -0.1, -31, 1, -4, -7, -4, -0.5, /
> C[C@@H]1CN([C@@H](C)CO)C(=O)c2cc(-c3ccc(F)cc3)cnc2O[C@H]1CN(C)Cc1cccnc1
    -0.7, 3, 0, -1, /, 1, 0.3, 1
> CC(=O)Nc1cc(-c2cccc(NS(C)(=O)=O)c2)cn2c(-c3ccc(F)c(Cl)c3)cnc12
    0.0, -32, -7, 1, 13, 24, 1.6, 11
> O=c1[nH]c2ccccc2c2nc(-c3cccc(S(=O)(=O)N4CCCC4)c3)nn12
    0.0, -13, 5, 3, -2, -9, 0.7, /
> O=C(NC(=S)Nc1ccccn1)c1ccc(-c2ccccc2)cc1
    0.0, -7, -3, -1, -1, /, 0.1, /
> COc1ccc(C(C#N)CC(=O)c2ccc(OC)c(OCc3ccccc3)c2)cc1OC (stereo not given)
    -0.1, -9, -3, /, /, 26, -0.9, /
> Cc1ccccc1CSc1nnnn1-c1ccc(C(N)=O)cc1
    0.0, 10, 1, 9, -2, 6, 0.1, -2
> CCOc1ccc(C(CC(=O)O)n2cnnn2)cc1OC (stereo not given)
    0.0, -17, -2, 5, -2, 4, -2.1, -4
> Cc1c(NC(=O)c2cccc(NC(=O)C(C)Oc3ccccc3)c2)c(=O)n(-c2ccccc2)n1C (stereo not given)
    0.0, -7, -4, 1, -1, 8, /, -1
> COc1cc(-c2ccc3cc(OC)c(OC)c(OC)c3c2)cc(OC)c1OC
    -0.1, -18, 2, -2, 4, 3, -0.2, /
> CCC(=O)Nc1ccc2c(c1)OC[C@@H](C)N(C(=O)Cc1cccnc1)C[C@H](C)[C@H](OC)CN(C)C2=O
    0.3, -10, 9, -3, 1, -8, 0.0, -1
> COc1ccccc1C1(CCN=Cc2ccc(N(C)C)cc2)CCOC(C)(C)C1 (stereo not given)
    0.2, -36, -11, -1, -1, 6, -3.6, /
> NCCc1ccn[nH]1
    0.0, 8, -2, 2, /, -8, -0.2, 0
> O=C(COC(=O)Cn1[nH]c(=O)c2ccccc2c1=O)Nc1ncc(Cl)cc1Cl
    0.0, -23, -7, -14, -9, 7, /, -3
> O=C(NCCCn1ccnc1)C(=O)NCC(c1cccnc1)N1CCN(c2ccccc2)CC1 (stereo not given)
    -0.1, 17, 0, -12, 8, -3, 0.0, 10
> COc1ccc(NC(=O)Nc2ccc3c(c2)CC(=O)N([C@H](C)CO)C[C@H](C)[C@H](CN(C)Cc2ccccc2)O3)cc1
    0.3, -17, -9, 16, /, -3, -0.1, 1
> O=C(NCCCN1CCOCC1)C(=O)NCc1ccccc1Cl
    0.0, -12, 0, -13, -1, -6, 0.4, -3
> Cc1cc(N2C(=O)C(O)=C(C(=O)c3cc4ccccc4o3)C2c2cccc(Br)c2)no1 (stereo not given)
    0.0, -2, -1, -8, -17, -3, /, -8
> O=C1NC(=O)N(Cc2ccccc2)C1=O
    0.0, -6, 2, -8, 0, -5, /, -6
> COc1ccc(NC(=S)NNC(=S)Nc2cccc(C(F)(F)F)c2)cc1
    0.1, -16, -3, -5, 3, -7, 0.7, /
> CCOc1ccc(CN2CCN(Cc3ccsc3)C(CCO)C2)cc1CO (stereo not given)
    0.1, -8, 5, /, 8, 0, /, /
> COc1cc(/C=C2\SC(=O)N(CC(=O)Nc3ccc(C)cc3)C2=O)cc(Cl)c1OCC(=O)O
    0.1, -11, -3, -15, 1, -12, /, 0
> CCCCN(C(=O)c1nn(C)c(=O)c2ccccc12)c1c(N)n(CC(C)C)c(=O)[nH]c1=O
    0.0, 1, 11, /, -8, 1, -1.7, 5
> OC1NC(=S)N(c2ccccc2)C1O (stereo not given)
    0.0, -5, -8, -5, 2, -8, 0.0, /

An excerpt from above in order of the esBAF inh value, ascending.
Compound	esBAF inh
Cc1cc(N2C(=O)C(O)=C(C(=O)c3cc4ccccc4o3)C2c2cccc(Br)c2)no1 (stereo not given)	-8
O=C(NCCCN1CCOCC1)C(=O)NCc1ccccc1Cl	-3
COc1cc(/C=C2\SC(=O)N(CC(=O)Nc3ccc(C)cc3)C2=O)cc(Cl)c1OCC(=O)O	0
COc1ccc(NC(=O)Nc2ccc3c(c2)CC(=O)N([C@H](C)CO)C[C@H](C)[C@H](CN(C)Cc2ccccc2)O3)cc1	1
CCCCN(C(=O)c1nn(C)c(=O)c2ccccc12)c1c(N)n(CC(C)C)c(=O)[nH]c1=O	5
O=C(NCCCn1ccnc1)C(=O)NCC(c1cccnc1)N1CCN(c2ccccc2)CC1 (stereo not given)	10

(cont.)
Below each SMILES – XiGFP reactiv, RAD52 inh, S100A4 MyoIIA, RAD54 branch, FN deposit inh, EWS-Fli block, E-sel inducer, esBAF inh
> C[C@@H]1CCCCO[C@H](CN(C)S(=O)(=O)c2cccs2)[C@@H](C)CN([C@@H](C)CO)C(=O)c2cc(NS(=O)(=O)c3cn(C)cn3)ccc2O1
    -0.1, 36, -10, -2, -5, -12, /, 0
> CCCn1cc(S(=O)(=O)c2ccc(OC)cc2)c(=O)c2cc(OCC)ccc21
    0.1, -6, -1, -5, -1, -18, /, 0
> Cc1ccc(F)cc1NC(=O)CSc1ncccn1
    0.1, -7, 1, -9, 2, -7, 2.9, -5
> C#C[C@]1(O)CC[C@H]2[C@@H]3CCC4=CC(=O)CC[C@@H]4[C@H]3CC[C@@]21C
    -0.1, 4, 24, 4, 5, -5, -0.1, -11
> COc1ccc(S(=O)(=O)Nc2ccc3c(c2)CC(=O)N([C@@H](C)CO)C[C@H](C)[C@@H](CN(C)S(=O)(=O)c2c(C)noc2C)O3)cc1
    -1.0, -3, -71, 7, -5, -10, 0.1, 0
> COc1ccc2c3c(n(C)c2c1)[C@@H](CO)N(C(=O)C1CCCC1)CC31CN(Cc2cccc(F)c2)C1
    0.2, -8, /, /, /, 0, -0.6, /
> CC(=O)N(C)C[C@H]1Oc2cc(C#C[C@@H](C)O)ccc2S(=O)(=O)N([C@@H](C)CO)C[C@H]1C
    -0.1, 2, -3, 2, /, -5, -0.3, -4
> O=C(CN(Cc1ccccc1)S(=O)(=O)c1ccc(S(=O)(=O)N2CCOCC2)cc1)Nc1ccccc1
    0.1, -17, -1, 1, -3, 1, /, -3
> Cc1cc(C)cc(NC(=O)CSc2nc(N)c(NC(=O)c3cccs3)c(=O)[nH]2)c1
    0.1, -16, 0, -6, 5, 9, -1.0, -1
> COc1cccc(NC(=O)COC(=O)/C=C/c2c(C)nn(-c3ccccc3)c2C)c1
    -0.1, -24, 4, 1, 3, -4, /, 8

The final 2 compounds of the part above come first, to join the parts:
Compound	XiGFP reactiv	RAD52 inh	S100A4 MyoIIA	RAD54 branch	FN deposit inh	EWS-Fli block	E-sel inducer	esBAF inh
Cc1cc(C)cc(NC(=O)CSc2nc(N)c(NC(=O)c3cccs3)c(=O)[nH]2)c1	0.1	-16	0	-6	5	9	-1.0	-1
COc1cccc(NC(=O)COC(=O)/C=C/c2c(C)nn(-c3ccccc3)c2C)c1	-0.1	-24	4	1	3	-4	/	8
Cc1cc(C)c(C(=O)NNC(=O)c2cccnc2)c(C)c1	0.3	-2	4	-3	5	1	/	/
C[C@@H]1CN([C@@H](C)CO)C(=O)c2cc(NC(=O)c3ccccc3)ccc2O[C@@H](C)CCCCO[C@@H]1CN(C)C(=O)CCCN(C)C	2.1	-9	-2	12	/	-4	1.4	-5
CC(C)=CCn1c2ccc(NC(=O)Nc3ccc(N(C)C)cc3)cc2c(=O)n1C	-0.2	-16	-6	-12	-4	5	/	0
Nc1nonc1-c1nc2ccccc2n1CC(=O)N/N=C/c1ccc(-c2ccccc2C(=O)O)o1	-0.1	-30	-2	/	9	9	/	/
CNC[C@H]1OCc2cn(nn2)CCCC(=O)N([C@@H](C)CO)C[C@H]1C	0.2	/	/	/	-11	-4	0.2	-5
Cc1ccc(-c2nc(SCC(=O)NCC3CCCO3)c(-c3ccc(Cl)cc3)[nH]2)cc1 (stereo not given)	0.2	-6	-3	-9	-2	-5	/	8
COc1ccccc1S(=O)(=O)Nc1ccc2cn[nH]c2c1	-0.1	-4	-3	1	0	-1	/	/
COc1ccc(CNC(=O)[C@H](C)NC(=O)C2CCN(S(=O)(=O)c3ccccc3)CC2)cc1	-0.1	-7	-5	-8	-20	/	/	-6
O=C(N/N=C/c1c(Nc2cccc(C(F)(F)F)c2)nc2ccccn2c1=O)c1ccccc1[N+](=O)[O-]	0.0	-19	3	5	4	8	/	-3
CN1CCN(c2ccc(NC(=S)NC(=O)c3cccc4ccccc34)cc2)CC1	0.0	22	3	3	4	65*	/	-2
CCOC(=O)c1c(C)[nH]c(C)c1C(=O)COC(=O)c1nc2nccc(C)n2n1	0.0	-23	-5	-11	8	5	/	-8
Cc1cc(C)n2nc(SCCCC(=O)c3ccc(F)cc3)nc2n1	0.0	-3	1	-1	-9	3	-0.6	0
COC(=O)CSc1cccc2c1C(=O)CC2c1ccccc1 (stereo not given)	0.1	-6	-2	-11	-4	1	0.0	-3
CNC(=O)c1c[nH]n2c(=O)c(Cc3ccccc3F)c(C)nc12	0.1	-86	-1	-5	-5	-1	0.0	-12
CC(=O)N(C)C[C@H]1Oc2cc(C#Cc3ccccc3)ccc2S(=O)(=O)N([C@@H](C)CO)C[C@H]1C	-0.7	14	3	-3	/	-2	-0.2	-3
Cc1ccc(S(=O)(=O)N(C)CC(=O)Nc2cc(C)ccn2)cc1	0.0	5	0	-2	2	-82	-0.1	66*
